High-throughput results from PubChem BioAssay.
HDAC3 inh = human HDAC3 inhibition | recombinant HDAC3, fluorogenic peptide/trypsin coupled, fluorescence | AID 2718 | O15379 | inhibition, % at 8.3 µM | 0.15% of 320,000 active; in the data active = inhibition above about 26%, passing the limit was not always enough; inconclusive = no clear call, values can overlap the other calls
KCNQ1 pot = potentiators or activators of human KCNQ1 potassium channel; P51787; CHO-K1 KCNQ1, thallium flux FluxOR fluorescence; stronger effect = higher value; B-score at 10 µM; 0.35% of 310,000 active; AID 2648;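 active = fluorescence ratio B-score, a plate-corrected score, at least three library SD, with initial intensity B-score within 5 SD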
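Material: CHO-K1 cells stably expressing KCNQ1. Medium: assay buffer for compound exposure, DMSO matched across wells. Reagent: K+/Tl+ depolarizing stimulus. Compound dosing: single-concentration screen. Times: 37 °C overnight plating, 90-min dark dye load, 20-min compound pretreatment. Technique: FluxOR Tl+ flux fluorescence.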
SKKanGAS inh = SKKanGAS growth inhibition; S. pyogenes SKKanGAS, kanamycin growth, BacTiter-Glo, 6 h; inhibition, % at 7.5 µM; 1.3% of 300,000 active;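 active = mean replicate score, as percent of positive control median, at least 50; inconclusive = mean below 50 but one replicate at or above 50; inactive = mean and every replicate below 50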;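 also: strain carries kanamycin resistance gene driven by streptokinase promoter and grows in 40 µg/ml kanamycin; loss of luminescence reflects streptokinase promoter inhibition or plain growth inhibition; 0% = median of DMSO wells and 100% = positive control at its reference dose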
ANO1 activ = activates or potentiates the mouse TMEM16A chloride channel; Q8BHY3; HEK293 TMEM16A/YFP-H148Q/I152L, iodide quench fluorescence; stronger effect = lower value; B-score at 10 µM; 0.3% of 340,000 active;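 active = fluorescence-ratio B-score plate-corrected deviation score at least 3 library SD below zero, with starting fluorescence score within 5 deviations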;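 also: channel opened by trigger with iodide after compound preincubation; score built on the fluorescence ratio of max minus min over baseline; more negative score means more quench and so TMEM16A activation or potentiation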
KCNK9 inh = inhibitors of human KCNK9 two-pore domain potassium channel; Q9NPC2; B-score at 10 µM; 1.2% of 310,000 active; HEK293 KCNK9, FluxOR thallium flux fluorescence; stronger effect = lower value; AID 488922;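 active = ratio B-score over 3 SD below the library mean, with starting fluorescence within 5 SD of its mean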;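 also: negative B-score means less thallium flux so channel inhibition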
KCNK3 inh = human KCNK3 channel inhibition, primary screen; AID 602410; B-score at 10 µM; 0.84% of 340,000 active; CHO-KCNK3 thallium flux, FluxOR fluorescence; stronger effect = lower value;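 active = B-score under library mean minus 4 SD, starting fluorescence ratio at most library mean plus 5 SD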;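 also: more negative B-score means stronger inhibition of thallium flux through KCNK3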
RGS4 inh = human RGS4 inhibition | P49798 | HEK293 M3R/RGS4 inducible, Fluo-4 calcium flux; stronger effect = higher value; triggered by carbachol at its EC20 | B-score at 10 µM | 0.45% of 310,000 active;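 active = B-score, a plate-corrected calcium signal, over three deviations above library mean, with baseline fluorescence within five deviations of library mean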;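 also: RGS4 expression induced by doxycycline in cells with stable M3 receptor; B-score is computed from the integrated fluorescence ratio over baseline after carbachol; higher B-score means a larger calcium signal and so more RGS4 inhibition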
TMEM16A inh = blocks the mouse calcium-activated chloride channel TMEM16A. HEK293 TMEM16A/YFP iodide influx fluorescence, ionomycin. 1.2% of 310,000 active. normalized B-score (activity score, 25-100; higher = stronger inhibition) at 10 µM. Q8BHY3;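 active = ratio plate-corrected score three or more library SD toward inhibition, starting fluorescence score within five deviations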;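 also: score derived from kinetic fluorescence span divided by baseline fluorescence per well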
RGS4 act = potentiators or activators of RGS4; AID 463111; HEK293 M3R/inducible RGS4, carbachol calcium flux Fluo4; stronger effect = lower value; 0.92% of 310,000 active; B-score at 10 µM;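 active = B-score of the integrated calcium signal more than 4 SD below the library mean, with starting fluorescence not abnormally high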;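 also: negative B-score means reduced calcium response which marks RGS4 activation or potentiation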
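Test system: HEK293 cells with stable M3R and inducible RGS4; also added: carbachol at ECmax as muscarinic agonist stimulus; schedule: dye loading 30 min 37 °C, buffer rest 30 min RT; technique: kinetic calcium fluorescence imaging with Fluo4-AM dye, 2 µM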
KCNQ1 block = blocks the human KCNQ1 potassium channel; P51787; CHO-K1 KCNQ1, FluxOR thallium flux fluorescence; stronger effect = higher value; B-score at 10 µM; 1.3% of 310,000 active;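 active = compounds whose thallium flux B-score, printed positive for inhibition, exceeds three library SD while starting fluorescence stays within three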;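 also: channel opened by potassium depolarization with thallium stimulus after 20 min compound exposure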
hERG rescue = hERG (human) protection from proarrhythmic block; 0.51% of 310,000 active; Q12809; CHO-hERG, FluxOR thallium flux, dofetilide IC70 present; activation (rescue from dofetilide block), less the hit threshold, % at 10 µM; AID 1511;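 active = activation above the mean of controls blocked by dofetilide plus 5 SD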;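 also: thallium influx through hERG after potassium depolarization seen as dye fluorescence rise; in these data hits start at about 4.7%; inactives centre near -7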
Target sequence (Q12809 whole entry, looked up): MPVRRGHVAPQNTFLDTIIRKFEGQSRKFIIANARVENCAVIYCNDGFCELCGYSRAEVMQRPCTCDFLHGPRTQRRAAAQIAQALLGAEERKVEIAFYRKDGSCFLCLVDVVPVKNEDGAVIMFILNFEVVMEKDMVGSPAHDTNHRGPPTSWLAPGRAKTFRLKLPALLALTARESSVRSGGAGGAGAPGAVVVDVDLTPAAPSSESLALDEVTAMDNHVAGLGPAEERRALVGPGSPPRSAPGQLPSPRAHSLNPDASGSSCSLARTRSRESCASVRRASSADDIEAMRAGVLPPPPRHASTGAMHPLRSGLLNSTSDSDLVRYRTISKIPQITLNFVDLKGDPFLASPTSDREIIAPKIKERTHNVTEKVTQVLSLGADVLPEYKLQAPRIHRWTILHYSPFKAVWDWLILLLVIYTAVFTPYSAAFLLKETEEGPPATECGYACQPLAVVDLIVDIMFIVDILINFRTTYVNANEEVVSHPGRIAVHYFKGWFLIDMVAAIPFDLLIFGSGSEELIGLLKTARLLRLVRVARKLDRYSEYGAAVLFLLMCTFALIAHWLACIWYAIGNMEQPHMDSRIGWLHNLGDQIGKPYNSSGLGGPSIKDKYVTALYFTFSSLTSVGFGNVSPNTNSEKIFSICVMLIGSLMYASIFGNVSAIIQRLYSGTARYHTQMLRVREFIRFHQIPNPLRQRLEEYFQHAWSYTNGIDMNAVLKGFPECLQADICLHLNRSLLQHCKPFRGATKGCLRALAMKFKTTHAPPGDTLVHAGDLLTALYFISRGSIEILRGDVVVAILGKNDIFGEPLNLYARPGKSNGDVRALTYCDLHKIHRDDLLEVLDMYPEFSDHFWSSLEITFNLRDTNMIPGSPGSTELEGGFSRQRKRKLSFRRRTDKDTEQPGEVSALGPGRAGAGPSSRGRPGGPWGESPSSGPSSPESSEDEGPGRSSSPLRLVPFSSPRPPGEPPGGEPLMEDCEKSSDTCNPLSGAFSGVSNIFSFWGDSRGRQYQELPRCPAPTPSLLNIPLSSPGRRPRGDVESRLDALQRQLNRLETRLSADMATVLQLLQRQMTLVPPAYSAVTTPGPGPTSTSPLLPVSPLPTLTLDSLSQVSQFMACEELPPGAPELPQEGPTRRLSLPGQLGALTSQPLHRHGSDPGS
* hit, by the source's call; i = inactive; ? = inconclusive; . = not tested or not shown.

SMILES	HDAC3 inh	KCNQ1 pot	SKKanGAS inh	ANO1 activ	KCNK9 inh	KCNK3 inh	RGS4 inh	TMEM16A inh	RGS4 act	KCNQ1 block	hERG rescue
CC(C)C(C(=O)NC1CCCC1)N(Cc1ccco1)C(=O)CNS(=O)(=O)c1ccccc1 (configuration not stated)	-9	i	2	i	i	i	i	i	i	i	-6
Cc1cs/c(=N/C(=S)Nc2ccccc2)n1C	8	i	2	i	i	i	i	i	i	i	-8
CCN1C(=O)/C(=C2/C=CC=CN2C)OC1=S	-2	i	20	i	i	i	i	i	i	i	-9
Cc1sc2ncn3ncnc3c2c1C	7	i	-1	i	i	i	i	i	i	i	1
COc1ccc(CN(C)CC2CCCN(CCc3ccc(Cl)cc3)C2)cc1OC (configuration not stated)	-4	i	1	i	i	i	i	i	i	i	-5
O=C(NC1CC1)C1CCN(C2CCN(Cc3ccccc3C(F)(F)F)CC2)CC1	5	i	2	i	i	i	i	i	i	i	-8
Cc1ccc(-c2csc(NC(CO)c3nc4ccccc4n3CCOCCO)n2)cc1 (configuration not stated)	-5	i	-2	i	i	i	i	i	i	i	-9
CCOC(=O)c1cnc2ccc(C(=O)OC)cc2c1Nc1cccc(C(=O)O)c1	-1	i	13	i	i	i	i	i	i	i	-6
COc1ccc(CC(=O)Nc2nc(-c3ccc(F)c(F)c3)cs2)cc1OC	5	i	14	i	i	-12*	i	25*	i	9*	-21
CN(C(=O)CN1C(=O)CCSc2ccc(S(=O)(=O)N3CCCC3)cc21)c1ccccc1	1	i	-3	i	i	i	i	i	i	i	-7
C/C(CC(C)C)=N\Nc1ccc(S(N)(=O)=O)cc1[N+](=O)[O-]	7	i	-4	i	i	i	i	i	i	i	0
COc1cccc(/C=N/NC(N)=S)c1OS(=O)(=O)c1ccccc1	0	i	-2	i	i	i	i	i	i	i	-15
CS(=O)(=O)Oc1ccc2c(c1)O/C(=C\c1cccnc1)C2=O	.	i	-1	i	i	i	i	i	i	i	1
Cc1ccc(S(=O)(=O)Nc2cccc(/C=C/C(=O)O)c2)cc1	2	i	3	i	i	i	i	i	i	i	-8
CCN(c1ccccc1)S(=O)(=O)c1cc(C(=O)Oc2ccc3c(C)cc(=O)oc3c2)ccc1C	1	i	-2	i	i	i	i	i	i	i	-7
CC(=O)CSc1nnc(-c2ccncc2)n1C	0	i	4	i	i	i	i	i	i	i	-9
O=C(NCc1ccccc1)C1=C[C@H](c2ccccc2)C[C@H](OCc2ccc(CO)cc2)O1	0	i	13	i	i	i	i	i	i	i	-11
O=C(O)C1CCCCC1C(=O)Nc1ccccc1F (configuration not stated)	-12	i	4	i	i	i	i	i	i	i	-10
Brc1ccc(-c2csc(N/N=C/c3ccc4c(c3)OCO4)n2)cc1	-1	i	11	i	i	i	i	i	i	i	-11
Cc1cccc(NC(=S)NC(=O)C(c2ccccc2)c2ccccc2)n1	?	i	-1	i	i	i	i	i	i	i	-6
Cc1ccc(NC(=O)[C@H](Cc2ccccc2)NC(=O)C2CCNCC2)cc1	-3	i	0	i	i	i	i	i	i	i	-10
COc1ccccc1OCCCCCCN1CCOCC1	0	i	16	i	i	i	i	i	i	i	-1
CC(C)N(C(=O)Cn1cc(SCC(=O)NCC2CCCO2)c2ccccc21)C(C)C (configuration not stated)	1	i	-4	i	i	i	i	i	i	i	-12
O=C(NCC1CCCO1)c1ccc2c(c1)N(Cc1ccc(F)cc1Cl)C(=O)CS2 (configuration not stated)	0	i	1	i	i	i	i	i	i	i	-6
O=C(O)CCC(=O)N(Cc1ccco1)c1nc(-c2ccccc2)cs1	1	i	4	i	i	i	i	i	i	i	-8
SMILES	HDAC3 inh	KCNQ1 pot	SKKanGAS inh	ANO1 activ	KCNK9 inh	KCNK3 inh	RGS4 inh	TMEM16A inh	RGS4 act	KCNQ1 block	hERG rescue
Cc1ccc(NC(=O)CNC(=O)COc2ccccc2)nc1	3	i	-5	i	i	i	i	i	i	i	-12
CCCCCCCCOc1ccc(C2OC34CCCCC3C(C#N)(C#N)C2(C#N)C(=N)O4)cc1 (configuration not stated)	-13	i	3	i	i	i	i	i	i	i	-21
CCN(CC(=O)Nc1cc(Cl)ccc1C)C(=O)CCS(=O)(=O)c1ccc(C)cc1	3	i	-3	i	i	i	i	i	i	i	-12
CC(C)(C)C(=O)Nc1ccc(C(=O)N/N=C/c2ccccc2OC(=O)c2ccccc2)cc1	35*	i	11	i	i	i	i	i	i	i	-17
CC(C)(C)NC(=O)CCCCCCCC(=O)NC(C)(C)C	4	i	-5	i	i	i	i	i	i	i	-16
Cc1ccnc(NC(=O)C2CCN(S(=O)(=O)c3cccc4nsnc34)CC2)c1	4	i	0	i	i	i	i	i	i	i	-8
C(=N\N1CCN(c2ccccn2)CC1)/c1cccc2ccccc12	5	i	-8	i	i	i	i	i	i	i	-8
Cc1cc(C)nc(Nc2nc3ccccc3o2)n1	2	i	8	i	i	i	i	i	i	i	-7
CC(=O)Nc1ccc(NC(=O)c2cc(-c3ccc(C)c(C)c3O)n[nH]2)cc1	-3	i	9	i	i	i	i	i	i	i	-8
O=S(=O)(N1CCCCC1)N1CCN(S(=O)(=O)N2CCCCC2)CC1	.	i	-13	i	i	i	i	.	i	i	-12
Cc1ccc2nsnc2c1NC(=O)c1ccc2c(c1)OCCO2	-1	i	0	i	i	i	i	i	i	i	-10
Cn1nnnc1SCC(=O)Nc1ccccn1	4	i	3	i	i	i	i	i	i	i	3
Cc1cc(C)c(NC(=O)CSc2nnc(CNC(=O)c3ccccc3F)o2)c(C)c1	1	i	-5	i	i	i	i	i	i	i	-6
O=C(O)C1CC=CCC1C(=O)Nc1cccc([N+](=O)[O-])c1 (configuration not stated)	2	i	3	i	i	i	i	i	i	i	-8
Cc1ncoc1C(=O)Nc1ccc(Oc2ccccc2)cc1	5	i	1	i	i	i	i	i	i	i	-22
COc1ccc2nc3oc(C(=O)N4CCCCC4)cc3cc2c1	-31	i	-13	i	i	i	i	i	i	i	-12
O=S(=O)(c1ccc(F)c(Cl)c1)N1CCCC1	1	i	-5	i	i	i	i	i	i	i	-12
CS(=O)(=O)N1CCN(C(=O)CCc2ccccc2)CC1	-1	i	-2	i	i	i	i	i	i	i	-7
CCCC1CC(C(=O)Nc2ccccc2)C(=O)O1 (configuration not stated)	0	i	4	i	i	i	i	i	i	i	-5
CCC(C)c1ccc(NC(=S)NCc2cccs2)cc1 (configuration not stated)	2	i	0	i	i	-9.5*	i	i	i	7*	-12
COc1ccc(OC)c(CN2CCC(C(=O)N3CCOCC3)CC2)c1	-11	i	-2	i	i	i	i	i	i	i	-9
COc1cccc(/C=C2\SC(=S)N(N3CCOCC3)C2=O)c1OC	4	i	-2	i	i	i	i	i	i	i	-5
Cc1ccc(C(=O)NC(=S)NNC(=O)CC#N)cc1	1	i	-8	i	i	i	i	i	i	i	-16
O=C(NCc1ccco1)C1CC(=O)N(c2ccc(F)cc2)C1 (configuration not stated)	6	i	-4	i	i	i	i	i	i	i	-5
CCC(CC)C(=O)Nc1nnc(SCC(=O)NC2CC2)s1	-5	i	0	i	i	i	i	i	i	i	-5

A portion from further up:
SMILES	HDAC3 inh	KCNQ1 pot	SKKanGAS inh	ANO1 activ	KCNK9 inh	KCNK3 inh	RGS4 inh	TMEM16A inh	RGS4 act	KCNQ1 block	hERG rescue
Cc1ccc(NC(=O)CNC(=O)COc2ccccc2)nc1	3	i	-5	i	i	i	i	i	i	i	-12
CCCCCCCCOc1ccc(C2OC34CCCCC3C(C#N)(C#N)C2(C#N)C(=N)O4)cc1 (configuration not stated)	-13	i	3	i	i	i	i	i	i	i	-21
CCN(CC(=O)Nc1cc(Cl)ccc1C)C(=O)CCS(=O)(=O)c1ccc(C)cc1	3	i	-3	i	i	i	i	i	i	i	-12
CC(C)(C)C(=O)Nc1ccc(C(=O)N/N=C/c2ccccc2OC(=O)c2ccccc2)cc1	35*	i	11	i	i	i	i	i	i	i	-17
CC(C)(C)NC(=O)CCCCCCCC(=O)NC(C)(C)C	4	i	-5	i	i	i	i	i	i	i	-16
Cc1ccnc(NC(=O)C2CCN(S(=O)(=O)c3cccc4nsnc34)CC2)c1	4	i	0	i	i	i	i	i	i	i	-8
C(=N\N1CCN(c2ccccn2)CC1)/c1cccc2ccccc12	5	i	-8	i	i	i	i	i	i	i	-8
Cc1cc(C)nc(Nc2nc3ccccc3o2)n1	2	i	8	i	i	i	i	i	i	i	-7
CC(=O)Nc1ccc(NC(=O)c2cc(-c3ccc(C)c(C)c3O)n[nH]2)cc1	-3	i	9	i	i	i	i	i	i	i	-8
O=S(=O)(N1CCCCC1)N1CCN(S(=O)(=O)N2CCCCC2)CC1	.	i	-13	i	i	i	i	.	i	i	-12

Other results follow.
SMILES	HDAC3 inh	KCNQ1 pot	SKKanGAS inh	ANO1 activ	KCNK9 inh	KCNK3 inh	RGS4 inh	TMEM16A inh	RGS4 act	KCNQ1 block	hERG rescue
CCOC(=O)c1cc2c(nc1NC(=S)NCc1ccccc1)CCCC2	.	i	3	i	i	i	i	i	i	i	-2
C/C(=C\CCC1(C)C2CC3C(C2)C31C)C(=O)O (configuration not stated)	-4	i	2	i	i	i	i	i	i	i	-9
CCn1c(SCC(=O)NC2CCCC2)nnc1-c1ccncc1	3	i	-6	i	i	i	i	i	i	i	-4
Cc1ccc(CC(CC(=O)O)C(=O)NC2CCCCC2)cc1 (configuration not stated)	3	i	2	i	i	i	i	i	i	i	-7
N#CCSc1nc2[nH]ncc2c(=O)n1-c1ccccc1Br	7	i	3	i	i	i	i	i	i	i	-7
O=C(C(=O)N1CCN(c2ccc(F)cc2)CC1)c1cn(CC(=O)N2CCOCC2)c2ccccc12	10	i	21	i	i	i	i	i	i	i	-13
